A3G deaminase – APOBEC3G (human) deaminase inhibition; Q9HC16; recombinant A3G, ssDNA deamination FAM/TAMRA fluorescence; inhibition, % at 20 µM; hit rate 0.28% among 330,000;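 active means inhibition of at least 40% at 20 µM, with no more than 30% in the related APOBEC3A deaminase screen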;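 further: plate controls were DMSO wells with A3G for no effect and wells lacking A3G enzyme for full effect; some compounds called inactive have numbers as strong as hits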
Target sequence (Q9HC16 whole entry, looked up): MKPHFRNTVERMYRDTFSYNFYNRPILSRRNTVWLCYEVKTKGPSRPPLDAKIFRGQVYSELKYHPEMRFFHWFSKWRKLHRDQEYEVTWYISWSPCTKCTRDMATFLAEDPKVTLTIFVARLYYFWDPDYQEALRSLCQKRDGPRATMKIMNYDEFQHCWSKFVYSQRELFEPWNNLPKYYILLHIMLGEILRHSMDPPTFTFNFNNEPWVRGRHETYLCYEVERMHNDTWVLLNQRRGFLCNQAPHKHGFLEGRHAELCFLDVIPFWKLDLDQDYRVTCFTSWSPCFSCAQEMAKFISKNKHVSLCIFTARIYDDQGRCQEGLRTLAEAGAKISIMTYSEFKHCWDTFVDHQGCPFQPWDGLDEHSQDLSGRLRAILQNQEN
GRIN3A LBD mod – modulators (binders) of human NR3A ligand-binding domain; NR3A LBD differential scanning fluorimetry, Tm shift; 0% = protein alone, 100% = glycine-bound protein; Tm shift relative to glycine control, % at 25 µM; hit rate 2.5% among 340,000; AID 1259313;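 active means melting temperature shift of at least 10% of the positive control shift, at one fixed dose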
APOBEC3A inh – human APOBEC3A DNA deaminase inhibition | hit rate 0.41% among 330,000 | AID 493011 | inhibition, % at 20 µM | recombinant A3A, FAM/TAMRA ssDNA deamination fluorescence;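 active means at least 40% inhibition at 20 µM here, with at most 30% in a related deaminase screen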;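 further: plate controls were A3A with DMSO for no effect and wells lacking A3A enzyme for full effect; some results filed as inactive read as strong as hits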
CXCR6 inh – inhibitors of human CXCR6 receptor; inhibition, % at 20 µM; hit rate 0.36% among 360,000; CHO-K1 PathHunter CXCR6 beta-arrestin, luminescence; in the data active means inhibition above about 34%, passing the limit was not always enough;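 further: antagonist mode with CXCL16 agonist at 10 nM final; 0% = 10 nM CXCL16 with DMSO and 100% = unstimulated wells without agonist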
Target sequence (O00574 whole entry, looked up): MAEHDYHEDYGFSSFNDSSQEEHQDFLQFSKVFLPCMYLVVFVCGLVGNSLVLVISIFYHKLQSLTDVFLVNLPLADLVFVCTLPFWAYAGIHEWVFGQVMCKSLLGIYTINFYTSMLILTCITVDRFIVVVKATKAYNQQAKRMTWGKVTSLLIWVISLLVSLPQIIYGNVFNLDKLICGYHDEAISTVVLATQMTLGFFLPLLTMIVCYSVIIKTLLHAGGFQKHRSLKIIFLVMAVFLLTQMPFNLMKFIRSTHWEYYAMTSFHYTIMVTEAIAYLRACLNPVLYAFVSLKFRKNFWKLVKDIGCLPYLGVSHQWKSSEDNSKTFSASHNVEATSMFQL
CCR6 antag – CCR6 (human) receptor antagonism | P51684 | CHO-K1 CCR6 PathHunter beta-arrestin, luminescence, CCL20-stimulated | inhibition, % at 20 µM | hit rate 0.49% among 340,000 | AID 493098;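 active means compounds whose inhibition of the agonist-driven luminescence signal at 20 µM reaches about 50%, limit read from the data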;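 further: cells stimulated with CCL20 at 14 nM final; plate controls were DMSO with CCL20 for no effect and DMSO without agonist for full effect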
Gli-Sufu block – antagonists of Gli-Sufu signaling. Sufu-KO-LIGHT fibroblasts, Gli luciferase reporter luminescence. inhibition, % at 5 µM. hit rate 0.74% among 340,000. AID 588413;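 active means inhibition above about 55%, limit read from the data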;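 further: 0% = DMSO-treated cells and 100% = wells with medium but no cells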
EBI2 block – blocks human EBI2 receptor beta-arrestin signaling; EBI2 beta-arrestin recruitment, luminescence, 7a,25-OHC stimulated; P32249; hit rate 0.81% among 360,000; AID 651636; inhibition, % at 5 µM; in the data active means inhibition above about 38%;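 further: enzyme fragment complementation signal reports receptor beta-arrestin coupling in cells; 0% = agonist plus DMSO wells and 100% = wells without agonist; some results beyond the cut were filed as inactive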
Target sequence (P32249 whole entry, looked up, the tested form may be a part): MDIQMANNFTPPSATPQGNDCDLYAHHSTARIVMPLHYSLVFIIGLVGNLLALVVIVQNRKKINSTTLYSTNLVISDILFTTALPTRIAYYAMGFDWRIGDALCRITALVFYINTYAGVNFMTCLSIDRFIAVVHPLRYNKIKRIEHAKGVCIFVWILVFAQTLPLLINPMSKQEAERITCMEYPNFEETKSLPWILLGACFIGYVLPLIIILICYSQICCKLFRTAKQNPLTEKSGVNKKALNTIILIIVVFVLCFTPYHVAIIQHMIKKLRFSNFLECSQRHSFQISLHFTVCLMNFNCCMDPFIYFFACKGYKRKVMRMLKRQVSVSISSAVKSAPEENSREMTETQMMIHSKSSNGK
MPTP block – inhibitors of mitochondrial permeability transition pore | AID 602449 | isolated mouse mitochondria, Ca2+ swelling absorbance, 30 min | inhibition, % at 10 µM | hit rate 1.4% among 360,000;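 active means inhibition of 50% or more, scaled per plate between neutral and stimulator controls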;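 further: 0% = DMSO wells given calcium and 100% = 1 mM EGTA wells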
Numbers without * were called inactive; x = no result given. This is a random part of the collection. About 5.8% of those tested had a hit in this group.

SMILES	A3G deaminase	GRIN3A LBD mod	APOBEC3A inh	CXCR6 inh	CCR6 antag	Gli-Sufu block	EBI2 block	MPTP block
Cn1nc(-c2ccccc2)c(CSc2ccccc2)c1Cl	7	1	1	0	12	1	10	1.9
CCN(C(=O)COC(=O)CNC(=O)c1ccc(C)cc1)c1c(N)n(Cc2ccccc2)c(=O)[nH]c1=O	-7	3	-5	4	4	-4	-2	0.2
O=S(=O)(NC1CCN(S(=O)(=O)c2c(F)cccc2F)CC1)c1ccc2c(c1)OCCO2	-6	-3	-2	1	-3	4	-11	0.5
CC(=O)Nc1cc(NC(C)=O)ncn1	2	x	1	-2	6	-11	-11	-0.7
C=CCN1C=CC(=O)CC1	7	0	1	1	-4	8	1	-0.7
COC(=O)c1ccc(/C=C/C(=O)OCC(=O)Nc2ncc(Cl)cc2Cl)cc1	-8	-2	-1	-5	-3	5	-11	-2.0
O=C1CC(c2ccccc2)C(C(=O)Nc2ccccc2F)N1 (centres undefined)	-1	-1	1	-1	-4	-7	-4	-0.3
CCOC(=O)NC(=O)/C(C#N)=C\c1ccccc1	-1	-1	-2	1	9	-4	-10	-3.6
COc1ccc(CCNC(=S)N2CCN(S(=O)(=O)c3ccc(C)cc3)CC2)cc1	-8	-1	-1	1	16	7	52*	0.6
CCN(CC)c1ccc(C(=O)OCC(=O)N2CCCC2)cc1	-8	0	-5	-4	4	-50	-3	-2.0
O=C(Nc1ccc(F)c(F)c1)C1CCN(S(=O)(=O)c2cccs2)CC1	-2	-7	0	-10	12	4	21	3.0
O=C(NCc1ccc(F)cc1)C1CCN(S(=O)(=O)c2ccc(Cl)cc2)CC1	5	1	-8	-8	8	-15	3	-1.6
CC(=O)NCCC(=O)Nc1cc(S(=O)(=O)N2CCCCC2)ccc1Oc1cccc(C)c1	-5	2	-5	-2	14	-2	2	-2.7
O=C(COc1ccc2c(-c3ccccc3)cc(=O)oc2c1)Nc1ccc(CN2CCOCC2)cc1	7	2	6	2	19	-10	16	0.1
O=C(NC1(C(F)(F)F)OCCO1)c1ccc(F)cc1	-6	-1	2	-2	-11	-15	-7	-1.1
COC(=O)c1ccc(NC(=O)CN(Cc2ccc(Cl)cc2)S(C)(=O)=O)cc1	-5	-1	0	-1	19	-6	13	0.6
O=C1OCC(Cn2c3ccccc3c3ccccc32)O1 (centres undefined)	0	1	5	-3	2	2	-34	1.8
Cc1noc(C)c1COc1ccccc1C(=O)NNC(=O)c1ccccc1F	-6	0	2	-1	11	-1	-1	0.2
COc1ccc(Br)cc1S(=O)(=O)n1ccnc1C	-3	-1	-4	-2	-5	-3	0	0.1
O=C1CN(C(=O)COC(=O)c2cccnc2Cl)c2ccccc2N1	0	1	-6	-1	8	-6	-10	1.0
Cc1nc2ccc(C(=O)O)cc2[nH]1	0	-1	9	-2	-8	8	3	0.4
CCn1cnc2cc(NCc3ccc(N(C)C)cc3)ccc21	5	1	6	-2	18	-2	2	3.3
O=C(OCCN1C(=O)c2ccccc2C1=O)c1ccccc1	-7	1	-3	-6	9	1	-7	-0.4
CCCc1nc2oc3cc(OC)ccc3c(=O)c2c(=O)n1CCc1ccccc1	-2	-2	4	7	12	0	-10	5.5
COc1ccc(C(=O)C2CCCN(C(=O)c3noc4c3CCCC4)C2)c(C)c1 (centres undefined)	-4	-3	-8	-3	11	15	10	-1.1
Carrying on:
SMILES	A3G deaminase	GRIN3A LBD mod	APOBEC3A inh	CXCR6 inh	CCR6 antag	Gli-Sufu block	EBI2 block	MPTP block
O=C(CSc1nc2ccccc2[nH]1)Nc1cc(C(F)(F)F)ccc1N1CCOCC1	-3	-5	4	7	5	-6	19	3.0
O=C(NCCC1=CCCCC1)C1CC(=O)N(Cc2ccccc2)C1 (centres undefined)	-6	-1	-1	-3	7	4	6	-0.6
CCOC(=O)/C(C#N)=C1/SC(C)C(=O)N1c1ccc(Br)cc1 (centres undefined)	-10	-1	-1	-4	2	7	9	3.5
CCN(c1ccccc1)S(=O)(=O)c1ccc(OC)c(NC(=O)COc2ccc(C(C)=O)cc2)c1	-11	1	-3	-4	12	6	7	-0.8
COc1ccccc1NS(=O)(=O)c1cccc(C(=O)N2CCN(Cc3ccc4c(c3)OCO4)CC2)c1	0	-3	2	-3	7	33	6	-1.7
CCN(CC)S(=O)(=O)c1ccc(OC)c(NS(=O)(=O)c2cccc(C(=O)O)c2)c1	-3	-5	2	1	3	-5	-8	1.4
CCOc1ccc(-n2c(C)nc3cc(C(=O)NCCCN4CCOCC4)ccc32)cc1	3	-8	-5	4	-15	-3	10	-3.1
CC(C)CCCCCCNC(=S)Nc1ccc(S(=O)(=O)N2CCOCC2)cc1	-3	27*	-3	-6	14	3	18	84*
Cc1cc(=O)[nH]c(N/N=C/c2ccc(F)cc2)n1	-7	0	-1	-15	2	4	-10	0.9
NNc1ccc(Cc2ccc(Cl)cc2Cl)nn1	-3	1	0	15	22	-3	4	0.6
CN(C)S(=O)(=O)c1ccc(C(=O)Nc2cc(S(=O)(=O)Nc3ccccc3Cl)ccc2N2CCCCC2)cc1	-1	0	-2	4	17	-7	12	3.3
CCOC(=O)c1[nH]c2ccc(OC)cc2c1NC(=O)c1cccc(OC)c1	0	3	-1	4	1	4	18	-1.2
CC(=O)c1sc2nc(C)cc(C)c2c1N	-3	-1	-2	2	-3	-9	4	-3.3
O=C(OCc1c(Cl)cccc1Cl)c1ccncc1	2	-1	4	-8	0	26	-21	0.6
O=C(O)c1cc(NC(=O)c2ccc3c(c2)C(=O)N(Cc2ccccc2)C3=O)cc(C(=O)O)c1	-2	14*	2	0	16	-4	3	2.3
Cc1cc(Cl)ccc1OCC(=O)OCC(=O)NCCNC(=O)COC(=O)COc1ccc(Cl)cc1C	x	12*	x	-9	14	-8	4	0.1
CC(C)(C)c1cc(C(C)(C)C)n(-c2ccccc2)n1	-6	-5	-1	15	6	-4	-12	0.0
O=C(Cc1cccs1)N1CCN(c2ccc([N+](=O)[O-])cc2)CC1	-5	-2	-1	-1	16	26	3	0.4
Cc1cccc(NC(=O)NNC(=O)COc2ccc(Cl)cc2)c1	0	2	-2	2	5	9	8	2.8
Cc1nn(C)c(Oc2ccc(Cl)cc2)c1C(=O)O	-2	-1	-4	1	2	5	-5	1.4
Nc1c(C(=O)Nc2ccc(Cl)c(C(=O)O)c2)sc2nc3c(cc12)CCCC3	-9	2	-7	-1	6	14	3	-0.9
O=C(O)c1cc(-n2nnnc2SCc2ccc([N+](=O)[O-])cc2)ccc1Cl	-7	0	-2	7	12	6	-17	-0.3
Cc1ccc(C(=O)NNC(=O)COC(=O)COc2ccccc2C#N)cc1	-5	-2	2	4	-15	5	-5	0.3
CCN1CCN(C(=S)c2ccc(Cl)c(Cl)c2)CC1	10	-2	-6	-4	5	9	8	2.2
CC/C(=N\NC(=O)c1ccc(N(C)C)cc1)c1ccccc1	-6	-1	-3	0	-4	-32	-9	5.7
Later entries.
SMILES	A3G deaminase	GRIN3A LBD mod	APOBEC3A inh	CXCR6 inh	CCR6 antag	Gli-Sufu block	EBI2 block	MPTP block
O=C(Nc1ccc(NC(=O)C2CCCCC2)nc1)c1cccc(F)c1	-2	0	-2	0	1	3	1	1.4
COc1cc(OC)cc(C(=O)NN2CCOCC2)c1	-1	-1	0	-6	0	-15	3	-0.2
Cc1cccc(C(=O)NC(=S)Nc2ccc(Cc3ccncc3)cc2)c1	-6	1	-5	10	39	-19	15	-1.1
Brc1cccc(-c2cnco2)c1	-5	-1	6	3	-6	-7	-1	-1.4
CNc1c(N)c(=O)oc2ccccc12	-1	0	-1	5	17	0	-3	0.0
CCCCn1c(=O)[nH]c(=O)c2c1nc(-c1ccc([N+](=O)[O-])cc1)n2CC	-3	-3	0	-2	-1	13	10	-2.2
O=C1c2cnc3ncnn3c2CC2c3ccccc3CCN12 (centres undefined)	-4	1	0	-4	14	4	-7	0.2
Cc1nc2ccccc2c(=O)n1NS(C)(=O)=O	-3	-5	-6	-4	0	0	-22	-0.7
CCCCNC(=O)c1ccc2c(c1)N(C)C(=O)c1ccccc1S2	-6	1	-2	-14	7	-1	-10	-0.8
Cc1c(Cl)cccc1NC(=S)N1CCc2ccccc2C1	-2	-6	-1	-2	0	13	6	4.9
CC(NS(=O)(=O)c1ccc(F)cc1)C(=O)NCc1ccncc1 (centres undefined)	-5	0	-7	3	-3	0	4	-1.9
COc1ccc(OCC(=O)NCCS(=O)(=O)N2CCN(c3ccc(F)cc3)CC2)cc1	-8	1	-3	2	13	0	2	0.2
O=C(NCC1CCCO1)c1cccc(N2C(=O)C3C4C=CC(C4)C3C2=O)c1 (centres undefined)	2	-1	0	-2	-8	-2	-4	-1.1
CCOC(=O)N1CCN(C(=O)c2cc(COc3ccc(Cl)cc3OC)on2)CC1	-5	0	-1	-10	16	-3	-6	-0.8
Cc1ccc(SCCCn2cncn2)cc1	3	-14	2	1	-2	-12	7	-1.8
COC(=O)/N=C/c1c(NCc2ccccc2)nc2c(C)cccn2c1=O	-1	0	-1	8	8	2	8	3.2
COc1ccc(Cn2c(C(F)(F)F)ccc(C(N)=O)c2=O)cc1	-4	1	-7	-4	10	5	6	0.9
CC(=O)Nc1scc(C)c1-c1nc2ccccc2s1	-11	0	-3	-4	5	-5	-4	5.5
CC(=O)N(c1ccc(C(F)(F)F)cc1)S(=O)(=O)c1ccc(N2C(=O)CCC2=O)cc1	-5	1	-3	-10	3	11	5	-0.7
Cc1noc(C)c1S(=O)(=O)N(CC(=O)O)c1ccc2c(c1)OCO2	-6	0	0	-1	2	2	-10	-0.2
CC(=O)c1cccc(NC(=O)CSc2n[nH]c(-c3ccncc3)n2)c1	2	1	-1	2	8	8	1	0.1
O=C(O)Cn1cc(/C=N/NC(=O)c2cc3cc(Br)ccc3o2)c2ccccc21	-8	-4	-7	-9	-2	5	6	1.7
CCOC(=O)C1=C(C)N=C2SCCC(=O)N2C1c1sccc1C (centres undefined)	13	0	2	-4	11	4	17	-5.3
CCN1C(=O)/C(=C/c2cccs2)SC1=Nc1ccc(OC)cc1	-8	0	-21	8	8	-96	13	1.1
CC(C)C(C)NC(=O)COc1ccc([N+](=O)[O-])cc1Cl (centres undefined)	20	0	0	-1	9	-7	0	0.6

Results in A3G deaminase and CCR6 antag, for three of the compounds above:
Molecule | A3G deaminase | CCR6 antag
CC(NS(=O)(=O)c1ccc(F)cc1)C(=O)NCc1ccncc1 (centres undefined) | -5 | -3
COc1ccc(OCC(=O)NCCS(=O)(=O)N2CCN(c3ccc(F)cc3)CC2)cc1 | -8 | 13
O=C(NCC1CCCO1)c1cccc(N2C(=O)C3C4C=CC(C4)C3C2=O)c1 (centres undefined) | 2 | -8

Next part.
SMILES	A3G deaminase	GRIN3A LBD mod	APOBEC3A inh	CXCR6 inh	CCR6 antag	Gli-Sufu block	EBI2 block	MPTP block
COc1cc(OC)cc(C(=O)NCCNC(=O)c2ccco2)c1	-3	0	-13	-17	1	-12	-3	-7.8
NS(=O)(=O)c1ccc(CCNC(=O)c2cc([N+](=O)[O-])ccc2N2CCCCC2)cc1	-6	9	1	-1	13	-7	-4	-0.3
Cc1nnc(SCc2nnc(-c3ccc(Cl)cc3)o2)n1-c1ccccc1	-4	1	-2	5	4	24	3	0.1
CN(c1ccccc1)S(=O)(=O)c1ccc(NC(=S)NC(=O)C2CC2)cc1	-8	-10	-2	1	19	5	11	3.8
Cc1cc(OCC(=O)N(C)Cc2ccccc2)ccc1Cl	-7	0	-2	3	20	-41	83*	0.6
CN(C(=O)C(C)(C)C)C1c2c(ccc3ccccc23)OCC1CO (centres undefined)	x	-1	x	-14	17	4	2	-1.2
CCOc1ccc(Nc2cc(C)nc3ccc(C)cc23)cc1	-4	-4	4	-6	7	19	-9	30
CCN(CC)S(=O)(=O)c1ccc(N(C)C)c(NC(=O)CC(NC(C)=O)c2ccccc2)c1 (centres undefined)	-9	-1	6	0	-10	-6	-2	-0.2
O=C(Nc1ccc(N2CCCC2)c(Cl)c1)c1ccco1	-3	-2	-3	5	19	-83	8	-0.5
COCC1CCN(Cc2nc(COc3ccccc3)no2)C1 (centres undefined)	-2	-1	5	2	-2	-9	4	-0.4

From PubChem BioAssay
